Assay outcomes (PubChem BioAssay)
BRCA1 expr act: activators of BRCA1 expression. actives 1.1% (n = 380,000). Potency, µM (highest dose often 46.1 µM), inactives show at the highest dose activation, hits mostly activators. MCF7-BRCA1-FFLuc reporter, luminescence, 48 h; response scale: scaled: vehicle 0%, 10 µM genistein 100%; also: potency is read from the fitted curve at half-maximal effect; nearly all actives have a fitted effect of over 80% in size; some results filed as inactive show a strong effect at the top dose
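Compounds are tested at multiple concentrations on MCF7 BRCA1-luciferase reporter cells seeded at 2000 per well; after 48 h, a single luminescence end-point is taken and curves fitted to the normalized data.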
TRPV1 ag: agonists of human vanilloid receptor 1 (TRPV1) | AID 540275 | actives 0.19% (n = 320,000) | activation, % at 8.33 µM | Q8NER1 | TRPV1-expressing cells, Fluo-8 calcium influx, agonist mode; in the data active = activation above about 80%; inconclusive = between about 30% and that limit; also: 0% is about no effect
Target sequence (Q8NER1 whole entry, looked up): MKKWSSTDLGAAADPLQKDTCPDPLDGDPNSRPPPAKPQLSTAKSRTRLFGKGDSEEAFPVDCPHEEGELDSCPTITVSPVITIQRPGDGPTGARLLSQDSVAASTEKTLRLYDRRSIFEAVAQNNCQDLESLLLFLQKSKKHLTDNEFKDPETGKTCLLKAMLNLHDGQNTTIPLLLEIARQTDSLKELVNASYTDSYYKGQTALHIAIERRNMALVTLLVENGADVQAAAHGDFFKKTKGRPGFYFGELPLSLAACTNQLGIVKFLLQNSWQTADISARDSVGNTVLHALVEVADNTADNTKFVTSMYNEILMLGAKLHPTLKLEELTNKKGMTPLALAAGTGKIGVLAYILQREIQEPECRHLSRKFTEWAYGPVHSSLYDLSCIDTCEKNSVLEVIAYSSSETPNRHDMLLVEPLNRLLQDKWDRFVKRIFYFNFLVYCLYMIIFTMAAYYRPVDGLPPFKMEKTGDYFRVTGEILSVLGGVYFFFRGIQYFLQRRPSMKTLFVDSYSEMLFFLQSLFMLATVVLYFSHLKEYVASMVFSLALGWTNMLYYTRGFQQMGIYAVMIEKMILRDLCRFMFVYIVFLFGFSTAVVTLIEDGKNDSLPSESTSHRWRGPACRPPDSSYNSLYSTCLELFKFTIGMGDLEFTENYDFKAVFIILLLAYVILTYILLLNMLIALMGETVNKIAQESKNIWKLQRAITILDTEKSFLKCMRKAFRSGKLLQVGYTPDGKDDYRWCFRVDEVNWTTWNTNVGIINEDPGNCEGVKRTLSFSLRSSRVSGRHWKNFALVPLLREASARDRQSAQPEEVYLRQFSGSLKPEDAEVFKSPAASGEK
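TRPV1-expressing cells were cultured overnight at 35.5C and loaded with Fluo-8 calcium dye for 40 to 90 min at room temperature. After a 10 s baseline, compound was added and calcium influx was read kinetically for 3 min (ex 480/em 520 nm).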
ELG1 genotox: inducers of genotoxicity in HEK293T ELG1-luciferase cells. actives 1.3% (n = 330,000). AID 504466. Potency, µM (titrated, usually from 46 µM), for the others: at the highest dose activity change, positive = activation, most hits filed as activators. HEK293T ELG1-luciferase reporter, luminescence, 16 h; also: potency is read from the fitted curve at half-maximal effect; % of control where 0% means no effect; nearly all actives have a fitted effect of over 60% in size
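Step 1: seed 2,000 HEK293T ELG1-luciferase cells per well. Step 2: add compound or DMSO, incubate 16 hr at 37 °C. Step 3: ONE-Glo, 30 min at room temperature, read luminescence.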
Tb PFK inh: inhibitors of T. brucei phosphofructokinase. O15648. T. brucei PFK, ADP-Glo luminescence. actives 0.17% (n = 330,000). Potency, µM (highest dose often 57.5 µM), without a hit: top-dose activity, negative = inhibition, most hits filed as inhibitors. AID 485367;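 also: potency is read from the fitted curve at half-maximal effect; 0% = uninhibited 1x PFK enzyme wells and -100% = no-enzyme wells; nearly all actives have a fitted effect of over 60% in size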
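Activity is normalized to no-enzyme wells (full inhibition) and 1.25 nM enzyme wells (no inhibition). Reaction: 0.5 mM F6P, 0.1 mM ATP, 45 min RT, ADP-Glo luminescence; concentration-response curves fitted and classed by quality.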
NPC1 promoter act: activates the NPC1 promoter; AID 485313; Potency, µM (highest dose often 9.22 µM), without a hit: top-dose activation, hits mostly activators; actives 2.4% (n = 320,000); Huh7 NPC1 promoter luciferase reporter, 24 h;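 also: potency is read from the fitted curve at half-maximal effect; % of control where 0% means no effect; nearly all actives have a fitted effect of over 60% in size; reporter is driven by a mutant NPC1 promoter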
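Huh7 reporter cells (NPC1 promoter driving luciferase) are dosed with compound for 24 h at 37 °C, 5% CO2; luciferase detection reagent is then added and luminescence measured after 10 min at ambient temperature.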
Gal4-VP16 FLuc: Gal4-VP16 reporter inhibition counter-screen. Drosophila S2 Gal4-VP16 UAS-luciferase, luminescence, 20 h. Potency, µM (titrated, usually from 53.6 µM), for inactives: top-dose activity, negative = inhibition, most hits filed as inhibitors. actives 3.5% (n = 310,000);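 also: Gal4-VP16 expression switched on by copper sulfate through the metallothionein promoter; potency is read from the fitted curve at half-maximal effect; % is scaled to controls: 0 for no effect and ±100 for the full control effect; nearly all actives have a fitted effect of over 50% in size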
p53 reactivation: re-activators of mutant p53 | H1299 p53-A138V BP100-luciferase reporter, luminescence, 24 h | Potency, µM (top dose mostly 92.2 µM), without a hit: at the highest dose activity change, positive = activation, most hits filed as activators | actives 0.063% (n = 320,000) | AID 504706; also: potency is read from the fitted curve at half-maximal effect; % of control where 0% means no effect; nearly all actives have a fitted effect of over 45% in size
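H1299 (p53-null), stable ts p53-A138V + BP100-Luc; 1000 cells/well, Opti-MEM/10% FBS; cpd 4 pt, 1:5; 24 h, 37 deg C, 5% CO2; detection reagent 10 min RT; luminescence.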
FLuc counter: firefly luciferase modulation, counter-screen for miR-21 project | P08659 | purified FLuc, Km substrates, luminescence inhibition | Potency, µM (titrated, usually from 57.5 µM), for the others: at the highest dose activity change, negative = inhibition, most hits filed as inhibitors | actives 6.9% (n = 360,000) | AID 588342;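 also: potency is read from the fitted curve at half-maximal effect; plate controls were vehicle for no effect and reference inhibitor for full effect; nearly all actives have a fitted effect of over 55% in size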
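Purified P. pyralis luciferase (10nM final) with 10uM D-luciferin and 10uM ATP (Km levels) in 50mM Tris acetate pH 7.5, 10mM Mg acetate, 0.01% Tween-20, 0.05% BSA; qHTS 6-point titration, ~60 µM downward; luminescence read.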
Rab9 promoter act: activators of Rab9 promoter; Huh7 Rab9 promoter-luciferase reporter, luminescence, 24 h; Potency, µM (highest dose often 9.22 µM), without a hit: top-dose activation, negative = inhibition, hits mostly activators; actives 2.8% (n = 320,000); also: potency is read from the fitted curve at half-maximal effect; % of control where 0% means no effect; nearly all actives have a fitted effect of over 60% in size
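Luciferase signal after 10 min detection reagent at ambient indicates Rab9 promoter upregulation; stably transfected Huh7 cells were treated 24 h with compound in DMSO at 37 °C, 5% CO2.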
RORg inh: blocks mouse ROR gamma transcriptional activity; P51450; Drosophila S2 Gal4-RORgamma UAS-luciferase reporter, 20 h; Potency, µM (doses to about 53.6 µM), inactives show at the top dose activity change, negative = inhibition, hits mostly inhibitors; actives 5.4% (n = 310,000); AID 2551; also: potency is read from the fitted curve at half-maximal effect; % is scaled to controls: 0 for no effect and ±100 for the full control effect; nearly all actives have a fitted effect of over 60% in size
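Schneider cells (Drosophila), stable Gal4 DBD–ROR gamma + UAS-luc; 1 hr cmpd preincubation; Cu2+ induction 700 uM final; 20 hr ambient; luminescence.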
ELG1 DNA repair: inhibitors of ELG1-dependent DNA repair in HEK293T cells. HEK293T ELG1-luciferase reporter, luminescence, 16 h; DNA damage induced by 5-fluorouridine. actives 2.3% (n = 330,000). Potency, µM (titrated, usually from 46.1 µM), for inactives: at the top dose activity change, negative = inhibition, hits mostly inhibitors; also: potency is read from the fitted curve at half-maximal effect; % is scaled to controls: 0 for no effect and ±100 for the full control effect; nearly all actives have a fitted effect of over 55% in size
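Reporter activity after DNA damage by 5-fluorouridine is monitored. Compound-treated cells incubate 16 hr at 37 °C, then ONE-Glo is added for 30 min before luminescence reading.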
Starred values were filed as active, the others as inactive; ? = inconclusive; . = not tested or not shown; & = joins results of further samples; [ ] = dose if it differs, or a comment. Unless noted, calls follow the shape of the dose curve; as a rule, active = well fitted curve in the direction sought with a large enough effect; inconclusive = small, poorly fitted or top-dose-only effect, or another doubt; inactive = no such curve, though single readings can be large; an effect the other way counts as inactive or inconclusive.

SMILES | BRCA1 expr act | TRPV1 ag | ELG1 genotox | Tb PFK inh | NPC1 promoter act | Gal4-VP16 FLuc | p53 reactivation | FLuc counter | Rab9 promoter act | RORg inh | ELG1 DNA repair
CC(C(=O)Nc1sc2c(c1C(=O)NCC1CCCO1)CCC2)N1C(=O)c2ccccc2C1=O (centres undefined) | 13% | 10 | 1% | -5% | 1% | -11% | -24% | 10% | 17% | 19% | -13%
O=C(CSc1nc2ccccc2s1)Nc1ccc2c(c1)oc1ccccc12 | 52% | 2 | 8% | -2% | 17% | -13% | 16% | -2% | 24% | 25% | ?
COc1ccc(C2SCCN2C(=O)c2ccc([N+](=O)[O-])cc2)cc1 (centres undefined) | 0% | -6 | -2% | -7% | -1% | -7% | 3% | 3% | 2% | 23% | -18%
CCn1nc(C)c(CNC(=O)Nc2ccccc2C(=O)OC)c1C | -40% | 1 | -9% | -2% | -3% | 8% | 3% | ? | -2% | 33% | ?
CC(C)NC(=O)/C(C#N)=C\c1ccc(N(C)C)c(Br)c1 | 13% | ? | 20% | 1% | -5% | ? | ? | ? | 0% | ? | -4%
Cn1nc([N+](=O)[O-])c2c(-c3nc4ccccc4s3)c(N)n(C3CCCCC3)c2c1=O | 1% | -2 | 1% | 5% | -3% | -2% | 1% | 1% | 1% | 29% | ?
Cc1ccc(C(=O)Nc2cccc(S(=O)(=O)N(C)c3ccccc3)c2)o1 | -33% | ? | -9% | 2% | 0% | . | -1% | -17% | 1% | . | ?
Cc1ccccc1N1CCN(c2ccc(NC(=O)C3CCCCC3C(=O)O)cc2)CC1 (centres undefined) | -1% | -3 | 1% | 10% | 0% | 2% | 2% | 11µM* | 1% | ? | ?
CCOc1ccc(S(=O)(=O)Nc2ccc(C(=O)NCCCN3CCOCC3)cc2)cc1 | -23% | 0 | 2% | -6% | -1% | . | 8% | -1% | 1% | . | -8%
Cn1nc(C(F)(F)F)c(CNC(=O)C(C)(C)CCl)c1N1CCOCC1 | -4% | -2 | -1% | -4% | -6% | 3% | 0% | -1% | 5% | -5% | -9%
CC12CCC(C(=O)n3c1nc1ccccc13)C2(C)C (centres undefined) | 4% | -4 | -2% | 1% | 0% | -1% | 20% | 2% | -4% | -30% | -17%
Cc1nc2ccccc2c(=O)n1NC(=O)c1c(O)c2ccccc2n(C)c1=O | . | 0 | 1% | -5% | -4% | 0% | -7% | 9% | 3% | -11% | -6%
CCCCc1cc(=O)oc2c(C)c(OCC(=O)N3CCCC3)ccc12 | -37% | 4 | -7% | -6% | -5% | -3% | -29% | -1% | 0% | 1% | ?
Cc1cccc(CSc2nc3c(c(=O)[nH]2)CCC3)c1 | -10% | 0 | 5% | 0% | 5% | -20% | -5% | -17%&-10% | -3% | 19% | ?
COC(=O)C1=C(C)N(c2ccc(Cl)cc2)/C(=C/c2ccc(O)cc2)C1=O | -32% | 21 | -3% | 1% | 0% | 6% | 15% | 0% | -3% | -10% | -23%
CCN1C(=O)S/C(=C/c2ccc(Oc3ccc([N+](=O)[O-])cn3)c(OC)c2)C1=O | 11% | 2 | -7% | 1% | 2% | -10% | -2% | 5% | -11% | 16% | -29%
CCCCN=Cc1sc2ccc(OCC)cc2c1O | 56% | 0 | 14% | 6% | 17% | ? | ? | 21µM* | 24% | -4% | ?
Cc1ccc2nc(N/C(=N/S(=O)(=O)c3ccc(F)cc3)c3ccccc3)sc2c1 | 43% | 1 | 15% | -4% | 13% | -10% | 0% | 8.5µM* | ? | -34% | ?
CCOc1nc2ccccc2nc1NS(=O)(=O)c1ccc(Cl)cc1 | -11% | 3 | 2% | 3% | -4% | -1% | -4% | 2% | -2% | 11% | 3%
CCCn1c(N)c(N(CCOC)C(=O)c2cc3c(s2)CCCCC3)c(=O)[nH]c1=O | -22% | 0 | 6% | 1% | -3% | -2% | -7% | 3% | -1% | 11% | 6%
Cc1[nH]c(C)c(S(=O)(=O)Nc2cccc(Cl)c2C)c1C(=O)N1CCCCC1 | -9% | 1 | -3% | -1% | -3% | -3% | ? | 1% | -9% | -1% | -2%
COc1cc(/C=N/NC(=O)c2cccc(S(=O)(=O)N3CCOCC3)c2)cc(OC)c1O | 18% | 1 | -1% | -1% | -3% | 5% | 1% | 0% | 0% | -3% | -3%
CS(=O)(=O)c1ccc(Cl)c(NC(=O)Cc2c(Cl)cccc2Cl)c1 | -12% | 2 | 9% | 1% | -1% | 5% | 1% | 0% | -8% | -17% | 9%
CN1CCN(c2ccccc2NC(=O)c2cc3c(s2)-c2ccccc2OC3)CC1 | 8% | 22 | -19% | 1% | -1% | -10% | -4% | 2% | -2% | -41% | ?
COc1ccc(Cl)cc1NC(=O)c1nnn(CC(=O)Nc2ccc3c(c2)OCO3)c1N | -1% | -1 | ? | 0% | -1% | -11% | 16% | 0% | 0% | 1% | ?

Continued.
SMILES | BRCA1 expr act | TRPV1 ag | ELG1 genotox | Tb PFK inh | NPC1 promoter act | Gal4-VP16 FLuc | p53 reactivation | FLuc counter | Rab9 promoter act | RORg inh | ELG1 DNA repair
Cc1n[nH]c(=S)n1-c1ccc(Cl)cc1 | 3% | -2 | 4% | -2% | -5% | -9% | -2% | 5% | 0% | ? | ?
CCOC(=O)C1=C(O)C(=O)N(Cc2cccnc2)C1c1ccc(OC)cc1 (centres undefined) | 11% | 4 | 3% | 0% | -5% | 4% | 3% | -2% | -3% | 19% | 7%
CC1CC(C)CN(CCCNS(=O)(=O)c2ccc3c(c2)oc(=O)n3C)C1 (centres undefined) | 16% | 1 | 5% | -7% | 2% | 15% | 12% | 1% | -5% | 3% | 11%
Cc1cc(NC(=O)CSc2cc(Cl)ccc2Cl)n(-c2ccccc2)n1 | -1% | -2 | -3% | 0% | 2% | -5% | -8% | -1% | 9% | 20% | 26µM*
OCC1(Cc2ccc(Cl)cc2)CCN(CCCc2ccccc2)CC1 | -15% | 2 | -7% | -4% | -2% | -8% | 6% | 0% | -3% | -18% | 5%
Cc1ccc(-c2csc(NC(=O)C3CSC4(C)CCC(=O)N34)n2)cc1 (centres undefined) | -20% | -7 | 14% | ? | -2% | . | -4% | -3% | 10% | . | ?
Cc1ccccc1C(=O)N1CCN(c2ccccn2)CC1 | 21% | 0 | 1% | -3% | -6% | 0% | 0% | 1% | -1% | 1% | -2%
CCOc1ccc2oc(C(=O)N(Cc3nnc(-c4ccccc4Cl)o3)C3CC3)c(C)c2c1 | -32% | -8 | ? | 4% | -2% | . | -9% | -1% | -3% | . | 9.2µM*
COc1ccc(-c2noc(CN(C)C(=O)Nc3ccccc3)n2)cc1 | 1% | 3 | -3% | -3% | -2% | -10% | 0% | -8% | -5% | 25% | ?
Cc1cc(NC(=O)CCOc2ccc(F)cc2)no1 | -14% | 2 | 0% | -11% | -1% | 3% | -1% | 8% | -3% | 21% | -12%
CC(C)NC(=O)N1CCN(c2ccncc2S(=O)(=O)N2CCCCC2)CC1 | -24% | 2 | -1% | 1% | -6% | -1% | -8% | 1% | -8% | 9% | 22%
O=S(=O)(c1ccccc1)c1nnn2c1nc(NC1CCN(Cc3ccccc3)CC1)c1ccccc12 | -18% | -1 | 0% | 1% | -1% | -5% | -10% | -1% | -6% | -7% | ?
Cc1cc(=O)n(CCO)c(O)c1C#N | 2% | 1 | 0% | 23% | 1% | 1% | 0% | 1% | 1% | -4% | 8%
COCc1ccc(CN2CCC(n3nccc3NC(=O)CCCc3ccccc3)CC2)o1 | -6% | 2 | -3%[9.26 µM] | 3% | 0% | -28% | -2% | -1% | -2% | ? | -2%
CCN(CC(=O)Nc1ccc2c(c1)OCCO2)C(=O)/C=C/c1ccc(F)cc1 | 90% | 15 | ? | 5% | 0% | ? | 3% | 17µM* | 27% | 33% | ?
COCCN(CCOC)C(=O)Nc1ccc(Cl)cc1 | 26% | 2 | 2% | 2% | -3% | -21% | 0% | -17% | -2% | 2% | 24%
CCCCCCCNC1=CC(=O)CC(c2ccccc2)C1 (centres undefined) | -10% | 22 | 0% | 4% | -10% | ? | ? | ? | -1% | ? | -6%
COC(=O)CC1COc2ccccc2N1C(=O)c1ccc(Br)cc1 (centres undefined) | -26% | 23 | -4% | -4% | -3% | 8% | -2% | -4% | -6% | 30% | -14%
O=C(CN1CCN(Cc2ccccc2Cl)C1=O)NC1CCCCCCC1 | -21% | 5 | -5% | 1% | -2% | -7% | -6% | -1% | 13% | 32% | -20%
C=CCn1c(O)c(N=O)c2ccccc21 | 0% | -5 | 2% | 13% | 0% | ? | 0% | -3% | 0% | -6% | 12%
